CRFR2-BP antag: antagonists of CRF-binding protein/CRF-R2 receptor complex; HEK293 CRF-R2/CRF-BP, CRF-induced calcium fluorescence; inhibition, % at 11.8 µM; 0.59% of 350,000 active; AID 588475;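 active = inhibition of the ligand-induced calcium signal above about 50% at the single tested concentration, limit read from the data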
IDE act: boosts human insulin-degrading enzyme activity in HEK cells. activation, % at 5.96 µM. P14735. FAbeta-B cleavage, fluorescence polarization; 0% vehicle, 100% cell-free pure enzyme wells. AID 493087. 0.073% of 340,000 active;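 active = activation above the mean of all tested compounds plus 3 SD, set per screening campaign, cut at about 17% in these data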
PHOSPHO1 inh: inhibitors of human PHOSPHO1 phosphatase | 1.1% of 290,000 active | inhibition, % at 13.3 µM | Q8TCT1 | recombinant PHOSPHO1, absorbance phosphatase assay; in the data active = inhibition above about 60%
Target sequence (Q8TCT1 whole entry, looked up): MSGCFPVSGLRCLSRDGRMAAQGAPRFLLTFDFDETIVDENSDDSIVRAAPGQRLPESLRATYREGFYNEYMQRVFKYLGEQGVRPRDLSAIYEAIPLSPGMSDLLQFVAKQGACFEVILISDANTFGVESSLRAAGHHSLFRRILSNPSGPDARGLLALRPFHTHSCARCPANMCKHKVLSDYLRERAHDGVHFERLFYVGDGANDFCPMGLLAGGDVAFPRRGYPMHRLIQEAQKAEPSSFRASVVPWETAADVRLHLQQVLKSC
IDE cell inh: cellular human IDE inhibition; HEK cells, FAbetaB cleavage, fluorescence polarization; inhibition, % at 5.59 µM; 0.41% of 320,000 active; AID 434962;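 active = percent inhibition above the average of all tested compounds plus 3 SD, set per screening campaign, cut at about 16% in these data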;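 note: IDE supplied by intact live HEK cells; FP after avidin binding of uncleaved biotin substrate so inhibition keeps polarization high; 0% = DMSO wells and 100% = 60 µM reference IDE inhibitor Ii1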
CRFR2-BP ag: agonists of human CRF-binding protein/CRF-R2 receptor complex; HEK293 CRF-R2/CRF-BP, calcium dye fluorescence (FLIPR); percent of saturating CRF peptide response; activation, % at 13.2 µM; 0.46% of 350,000 active;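 active = activation of at least 50%, plus an integration ratio under a set limit after plate pattern correction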;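 note: plate controls were neutral control wells without compound for no effect and CRF at EC100 for full effect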
GalR3 antag: antagonists of human GalR3; HEK293 GalR3-CNG cAMP membrane potential fluorescence; galR3 body fused to GalR1 C-terminus; inhibition, % at 3 µM; 0.44% of 360,000 active; AID 651719;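 active = inhibition above the screen-wide average plus 3 SD, cut at about 13% in these data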;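 note: forskolin and galanin both at EC90 stimulate the cells; cAMP rise reported by CNG channel membrane potential dye signal; 0% = forskolin plus galanin with DMSO and 100% = forskolin alone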
Target sequence (O60755 1-299 limits assumed): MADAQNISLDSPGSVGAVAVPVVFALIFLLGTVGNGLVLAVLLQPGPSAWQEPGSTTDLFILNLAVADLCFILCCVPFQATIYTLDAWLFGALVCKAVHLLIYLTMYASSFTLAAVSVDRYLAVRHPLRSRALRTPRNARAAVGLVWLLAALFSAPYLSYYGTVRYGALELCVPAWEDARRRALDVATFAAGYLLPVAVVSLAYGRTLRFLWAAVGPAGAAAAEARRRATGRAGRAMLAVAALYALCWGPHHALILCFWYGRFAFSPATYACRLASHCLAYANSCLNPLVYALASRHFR
MEKK3 PB1 HTS: modulators (inhibitors or enhancers) of MEK5 binding to human MEKK3 PB1 domain; Q99759; AID 1529; bead-based flow cytometry, Alexa488-MEK5 binding to MEKK3; actives lie on both sides; 0 = blocked by unlabeled MEK5, 100 = vehicle; binding response (% of control), % at 10 µM; 1.4% of 290,000 active;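 active = binding response more than 3 SD above or below the average of its plate-row segment, actives on both sides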;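 note: Alexa488 bead fluorescence after subtracting the streptavidin-only scavenger bead signal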
p-CIP stab down: compounds decreasing mouse p/CIP protein stability | Q05BA5 | F442A p/CIP-EGFP cells, EGFP fluorescence, 16 h | decrease of EGFP signal, % at 10 µM | 0.01% of 290,000 active | AID 1984;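 active = EGFP signal decrease of at least 30% at 10 µM or well 3 SD below plate mean, unless failing retest; inactive = the rest, including hits failing retest or dose response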; note: some compounds called inactive have numbers as strong as hits; many of its hits are not listed in these tables
M4 PAM: CHRM4 positive allosteric modulation. P08173. 0.4% of 360,000 active. activation, % at 3 µM. AID 624126. CHO-K1 hM4/Gqi5, Fluo-8 calcium fluorescence, ACh EC20; 0% = ACh EC20, 100% = maximal ACh;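 active = activation above its plate's cutoff, the mean activation of sample wells plus 3 SD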; note: some results filed as inactive read as strong as hits
Target sequence (P08173 whole entry, looked up): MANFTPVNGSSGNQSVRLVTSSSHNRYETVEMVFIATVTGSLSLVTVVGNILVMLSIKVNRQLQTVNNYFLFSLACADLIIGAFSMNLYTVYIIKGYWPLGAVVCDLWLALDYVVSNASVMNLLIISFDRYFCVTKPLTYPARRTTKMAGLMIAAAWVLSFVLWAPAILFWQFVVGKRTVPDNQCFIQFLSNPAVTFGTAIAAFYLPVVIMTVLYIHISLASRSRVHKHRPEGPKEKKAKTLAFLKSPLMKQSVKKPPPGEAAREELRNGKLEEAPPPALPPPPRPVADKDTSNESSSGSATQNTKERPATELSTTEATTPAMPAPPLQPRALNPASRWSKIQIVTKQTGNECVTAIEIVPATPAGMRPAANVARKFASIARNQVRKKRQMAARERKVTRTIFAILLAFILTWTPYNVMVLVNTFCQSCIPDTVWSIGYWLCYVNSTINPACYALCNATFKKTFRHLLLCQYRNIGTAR
* hit, by the source's call; . = no result given; [ ] = another dose, or the depositor's remark.

1	COc1ccc(NC(=O)CSc2ccc3nnc(-c4ccccn4)n3n2)c(OC)c1
2	C/C(CC(=O)Nc1cccc(Cl)c1Cl)=N\NC(=O)c1ccccc1C
3	COc1ccccc1NS(=O)(=O)c1ccc(NN=C2CCCC2)c([N+](=O)[O-])c1
4	N/C(=N\OC(=O)/C=C/c1ccccc1)c1ccncc1
5	C[C@@H]1CN([C@H](C)CO)C(=O)c2cc(NC(=O)Cc3cn(C)c4ccccc34)ccc2O[C@H]1CN(C)C(=O)Nc1ccc2c(c1)OCO2
6	CCN(CC)c1ccc(S(=O)(=O)N2CCOCC2)cc1NC(=O)Nc1ccccc1
compound no.,1,2,3,4,5,6
CRFR2-BP antag,5,8,0,7,4,16
IDE act,4,0,5,3,2,-1
PHOSPHO1 inh,41,28,-2,-3,.,.
IDE cell inh,1,2,1,2,1,10
CRFR2-BP ag,-0.8,-2.9,-2.5,-2.1,-1.1,-1.7
GalR3 antag,-4,0,-4,-4,8,0
MEKK3 PB1 HTS,100,3.0*[inhibitor],98,108,.,.
p-CIP stab down,-18,-2,-18,2,.,.
M4 PAM,3,1,-5,2,10,3

7	Nc1c(Cl)ncnc1N/N=C/c1ccccn1
8	Cc1nn(-c2ccccc2)c2sc(C(=O)NC3CC3)cc12
9	O=C(N/N=C/C(Br)=C/c1ccccc1)c1cc(-c2ccco2)[nH]n1
10	NC(=S)NN=C(c1ccccc1)c1ccccc1
11	CSc1ccccc1C(=O)Nc1ccccc1C(=O)NC(C)C
12	O=S(=O)(Nc1ccc(N2CCOCC2)cc1)c1c(F)cc(F)cc1Br
compound no.,7,8,9,10,11,12
CRFR2-BP antag,-18,0,-21,-35,20,-39
IDE act,.,3,2,2,2,1
PHOSPHO1 inh,4,10,37,48,4,5
IDE cell inh,10,11,-3,5,-3,-1
CRFR2-BP ag,6.1,-1.2,-1.1,0.0,0.1,2.0
GalR3 antag,0,-5,-8,-12,5,-6
MEKK3 PB1 HTS,98,103,88,104,104,100
p-CIP stab down,3,-4,-15,-3,9,-6
M4 PAM,.,-2,-4,0,2,-4

13	CN(C)C(=O)c1ccc(N/C=C(\C=O)c2nc3ccccc3o2)cc1
14	CS(=O)(=O)Nc1ccccc1C(=O)NC1CC2CCC1C2 (configuration not stated)
15	Cc1c(-n2c(SCC(N)=O)nc3ccccc3c2=O)c(=O)n(-c2ccccc2)n1C
16	N#Cc1ccsc1NC(=O)CSc1nnc(NC2CC2)s1
17	CN(C)S(=O)(=O)c1ccc(NC(=O)Cn2ccsc2=N)cc1
18	O=C(c1ccccc1)c1ccc(Oc2ccc(C(=O)O)c(C(=O)O)c2)cc1
compound no.,13,14,15,16,17,18
CRFR2-BP antag,6,-9,8,2,1,6
IDE act,0,6,-1,.,-6,4
PHOSPHO1 inh,41,6,-10,.,23,18
IDE cell inh,3,-1,4,.,7,-1
CRFR2-BP ag,0.2,0.1,-2.1,0.9,1.5,-1.9
GalR3 antag,-3,-5,-3,-4,-6,-7
MEKK3 PB1 HTS,93,101,101,.,99,120
p-CIP stab down,-28,0,-5,.,13,0
M4 PAM,0,-1,-7,7,7,-2

19	C=CCNc1nc(NCC)nc(N2CCOCC2)n1
20	COc1ccc(C(OC(=O)c2c(C)noc2C)C(=O)NC2CCCC2)cc1 (configuration not stated)
21	CCn1cc(C(=O)NCCc2ccccc2)c(=O)c2cc(F)c(N3CCN(C)CC3)cc21
22	COc1ccc(-c2noc(CN(C)C(=O)c3ccc4c(c3)OCO4)n2)cc1
23	Cc1ccc2[nH]c(=O)c(CC(=O)O)c(-c3ccccc3)c2c1
24	O=C(CSc1ccc(Br)cc1)Nc1ccccc1N1CCOCC1
compound no.,19,20,21,22,23,24
CRFR2-BP antag,0,17,-18,-43,7,-8
IDE act,0,4,5,5,3,-1
PHOSPHO1 inh,0,-4,10,44,8,48
IDE cell inh,0,5,6,-6,2,2
CRFR2-BP ag,1.0,-4.3,3.1,-0.4,0.0,3.6
GalR3 antag,5,-6,-1,-7,-8,-1
MEKK3 PB1 HTS,104,74,101,102,102,101
p-CIP stab down,-6,-9,-18,6,18,6
M4 PAM,0,2,0,-8,4,3

25	CCO[C@@H]1OC(C(=O)Nc2ccccc2)=C[C@H](c2ccccc2)[C@H]1CCCO
26	Cc1ccc(C(=O)Nc2ccc3c(c2)C(=O)NC3=O)cc1
27	Cn1c(=O)c(=O)n(C)c2cc(S(=O)(=O)CCC(=O)N3CCCCC3)ccc21
28	CC(C)Cn1cnc2c1c(=O)n(CC(=O)O)c(=O)n2Cc1ccccc1
29	CC1(C(=O)O)CCC(C(N)=O)C1(C)C (configuration not stated)
30	Nc1c2c(nc3ccc(Br)cc13)N(C1CCCCC1)CC2
compound no.,25,26,27,28,29,30
CRFR2-BP antag,-4,-19,-11,-4,-6,.
IDE act,5,4,-3,2,11,.
PHOSPHO1 inh,-8,10,-4,31,24,43
IDE cell inh,2,2,0,-3,-4,-5
CRFR2-BP ag,2.5,-1.3,4.7,-1.0,0.9,.
GalR3 antag,-7,2,.,-7,-1,.
MEKK3 PB1 HTS,108,99,99,105,99,104
p-CIP stab down,-4,-2,16,-9,2,-9
M4 PAM,2,-1,2,6,-10,.

31	COc1ccccc1OC(C)C(=O)NNC(=S)NC1CCCC1 (configuration not stated)
32	Cc1ccc(C(C(=O)NC2CCCCC2)N(C(=O)c2csnn2)C2CC2)cc1 (configuration not stated)
33	Cn1nnc2cc(C(=O)Nc3ccc(Cl)cc3)ccc21
34	O=C(Nc1nnc(Cc2ccccc2)s1)c1cccnc1
35	O=C(Nc1ccc(F)cc1)C1CCCN(S(=O)(=O)c2ccc(-n3cnnn3)cc2)C1 (configuration not stated)
36	O=C1CC(c2ccco2)Cc2c1cnn2-c1nc2ccccc2s1 (configuration not stated)
compound no.,31,32,33,34,35,36
CRFR2-BP antag,13,-6,-12,-7,-3,27
IDE act,4,3,0,1,5,-4
PHOSPHO1 inh,-16,19,12,16,22,1
IDE cell inh,-5,1,-1,3,-3,-1
CRFR2-BP ag,-0.2,-0.5,0.8,-0.4,0.5,-1.3
GalR3 antag,-4,-9,-1,7,-8,1
MEKK3 PB1 HTS,98,94,102,90,105,111
p-CIP stab down,7,-12,0,-13,-10,-11
M4 PAM,-1,-2,13,7,8,11

37	COc1ccc(CN(C(=S)Nc2ccccc2)C2CC(=O)N(c3ccc(Cl)cc3)C2=O)cc1 (configuration not stated)
38	CCc1cc2c(cc3c(=O)n(CC(=O)N4CCN(C)CC4)ncn32)s1
39	Cc1ccc(CNC(=O)CN(C(=O)C2(C)CC(=O)N=C3C=CC=CN32)c2ccccc2F)cc1 (configuration not stated)
40	CCN(CC)c1ccc(N2C(=NC(=O)C3CCCO3)SC3CS(=O)(=O)CC32)cc1 (configuration not stated)
41	CCCC/C=C1/CCC(CN(C)C)C1=O (configuration not stated)
42	CCn1c(COc2cccc(OC)c2)nnc1SCC(=O)NCC1CCCO1 (configuration not stated)
compound no.,37,38,39,40,41,42
CRFR2-BP antag,-9,4,-3,-9,20,-10
IDE act,-1,8,5,4,3,5
PHOSPHO1 inh,54,28,31,17,.,23
IDE cell inh,2,-2,-2,0,.,-4
CRFR2-BP ag,-0.2,-2.1,1.4,-1.6,-3.2,-0.5
GalR3 antag,-3,1,-7,-5,.,2
MEKK3 PB1 HTS,108,101,99,103,.,98
p-CIP stab down,-4,4,0,6,.,-15
M4 PAM,1,4,-4,-7,7,-2

43	COc1ccc(-c2csc3ncn(CC(=O)N4CCOCC4)c(=O)c23)cc1
44	O=c1c2oc3ccccc3c2ncn1Cc1ccccc1Cl
45	COc1ccccc1NC(=O)C1(c2ccccc2)CCCC1
46	COc1ccc(-c2nnc(SC(C(=O)c3c[nH]c4ccccc34)c3ccccc3)n2N)cc1OC (configuration not stated)
47	O=C(COc1cccnc1[N+](=O)[O-])N1CCN(C(=O)c2ccco2)CC1
48	CC(Nc1ccc(Cl)cc1)c1cc(Cl)ccc1O (configuration not stated)
compound no.,43,44,45,46,47,48
CRFR2-BP antag,1,12,-4,-33,16,21
IDE act,7,5,2,-1,8,2
PHOSPHO1 inh,48,-12,-11,6,12,10
IDE cell inh,9,-2,-1,5,2,5
CRFR2-BP ag,-4.8,-0.4,-0.9,-1.3,0.0,-0.6
GalR3 antag,-3,-4,-6,1,4,-2
MEKK3 PB1 HTS,97,91,103,99,98,105
p-CIP stab down,-11,-18,0,-4,9,1
M4 PAM,-1,9,3,-5,-7,0

49	CCOC(=O)CSc1nc(C)c(C(C)=O)cc1C#N
50	Cc1cccc(NC(=O)CN2C(=O)N/C(=C/c3cc(C)n(-c4ccncc4)c3C)C2=O)c1
51	CCCCNC(=O)CCSc1nc2nc(C)cc(C)n2n1
52	Cc1cccc(C(=O)OC(C)C(=O)Nc2ccc(S(=O)(=O)N3CCCC3)cc2)c1O (configuration not stated)
53	COc1ccc(NC(=O)c2ccc(OC)cc2)cc1
54	COc1cc2c(cc1NC(=O)CN(C)Cc1ccc(OC)c(OC)c1)oc1ccccc12
compound no.,49,50,51,52,53,54
CRFR2-BP antag,15,24,-19,13,11,-7
IDE act,3,1,4,1,3,6
PHOSPHO1 inh,-3,9,23,.,9,-4
IDE cell inh,5,-2,-2,3,-4,5
CRFR2-BP ag,0.2,2.5,-0.7,3.0,-1.8,2.4
GalR3 antag,-5,2,.,-3,3,-2
MEKK3 PB1 HTS,100,97,105,.,100,101
p-CIP stab down,-7,-2,1,.,5,-9
M4 PAM,-2,-4,1,-19,7,-13

55	Cc1nc2ncnn2c(C)c1Cc1cccc(C(F)(F)F)c1
56	CCc1cc(=O)oc2c(CNCc3ccccc3F)c(O)c(Cl)cc12
57	COC(=O)c1sccc1NC(=O)C1CC1
58	CC1=CC(C)C(C(=O)O)C(C(=O)Nc2cccnc2)C1 (configuration not stated)
59	COc1ccc(CC(=O)N/N=C/C=C/c2ccc3c(c2)OCO3)cc1OC
compound no.,55,56,57,58,59
CRFR2-BP antag,0,10,16,-6,-5
IDE act,5,1,-7,4,.
PHOSPHO1 inh,37,38,25,24,44
IDE cell inh,2,-5,13,2,1
CRFR2-BP ag,0.4,-0.8,-2.1,1.4,-6.5
GalR3 antag,6,-7,-7,-3,-9
MEKK3 PB1 HTS,103,103,91,93,100
p-CIP stab down,-10,0,-7,5,5
M4 PAM,0,2,-3,8,2

An excerpt from above in order of formula weight, low to high.
57	COC(=O)c1sccc1NC(=O)C1CC1
53	COc1ccc(NC(=O)c2ccc(OC)cc2)cc1
49	CCOC(=O)CSc1nc(C)c(C(C)=O)cc1C#N
51	CCCCNC(=O)CCSc1nc2nc(C)cc(C)n2n1
56	CCc1cc(=O)oc2c(CNCc3ccccc3F)c(O)c(Cl)cc12
59	COc1ccc(CC(=O)N/N=C/C=C/c2ccc3c(c2)OCO3)cc1OC
50	Cc1cccc(NC(=O)CN2C(=O)N/C(=C/c3cc(C)n(-c4ccncc4)c3C)C2=O)c1
54	COc1cc2c(cc1NC(=O)CN(C)Cc1ccc(OC)c(OC)c1)oc1ccccc12
compound no.,57,53,49,51,56,59,50,54
CRFR2-BP antag,16,11,15,-19,10,-5,24,-7
IDE act,-7,3,3,4,1,.,1,6
PHOSPHO1 inh,25,9,-3,23,38,44,9,-4
IDE cell inh,13,-4,5,-2,-5,1,-2,5
CRFR2-BP ag,-2.1,-1.8,0.2,-0.7,-0.8,-6.5,2.5,2.4
GalR3 antag,-7,3,-5,.,-7,-9,2,-2
MEKK3 PB1 HTS,91,100,100,105,103,100,97,101
p-CIP stab down,-7,5,-7,1,0,5,-2,-9
M4 PAM,-3,7,-2,1,2,2,-4,-13

Assay outcomes (PubChem BioAssay)
